Fam108B counter = counter-screen for RBBP9 inhibitors: inhibitors of mouse Fam108B; recombinant Fam108B, FP-Rh probe fluorescence polarization; inhibition, % at 9.51 µM; actives 0.33% (n = 300,000);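 active means inhibition above the screen mean inhibition plus 3 SD, computed separately per campaign, cut at about 18% in these data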;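 further: inhibitors lower polarization as less probe binds the enzyme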
PAFAH1B2 inh = blocks human PAF acetylhydrolase 1b catalytic subunit 2 | actives 1.2% (n = 340,000) | inhibition, % at 3.39 µM | recombinant PAFAH1B2, FP-rhodamine activity probe, fluorescence polarization;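 active means inhibition above the mean of all tested compounds plus 3 SD, cut at about 24% in these data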;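 further: 0% = enzyme with DMSO and 100% = wells lacking PAFAH1B2; many of its hits are not listed in these tables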
PAFAH2 inh = PAFAH2 (human) inhibition; recombinant PAFAH2, FP-rhodamine activity probe, fluorescence polarization; inhibition, % at 3.39 µM; actives 0.99% (n = 340,000); AID 492956;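 active means inhibition above the mean over all tested compounds plus 3 SD, cut at about 30% in these data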;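 further: inhibitors block probe labeling of enzyme so polarization drops; 0% = enzyme with DMSO and 100% = wells lacking PAFAH2 protein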
pPAFAH inh = pPAFAH (human) enzyme inhibition. Q13093. recombinant pPAFAH, FP-rhodamine probe fluorescence polarization. inhibition, % at 3.39 µM. actives 1.5% (n = 330,000);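 active means inhibition above the mean inhibition across the screen plus 3 SD, cut at about 25% in these data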;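 further: inhibitors block binding of the rhodamine activity-based probe so polarization drops; 0% = enzyme with DMSO and 100% = wells lacking pPAFAH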
Target sequence (Q13093 whole entry, looked up): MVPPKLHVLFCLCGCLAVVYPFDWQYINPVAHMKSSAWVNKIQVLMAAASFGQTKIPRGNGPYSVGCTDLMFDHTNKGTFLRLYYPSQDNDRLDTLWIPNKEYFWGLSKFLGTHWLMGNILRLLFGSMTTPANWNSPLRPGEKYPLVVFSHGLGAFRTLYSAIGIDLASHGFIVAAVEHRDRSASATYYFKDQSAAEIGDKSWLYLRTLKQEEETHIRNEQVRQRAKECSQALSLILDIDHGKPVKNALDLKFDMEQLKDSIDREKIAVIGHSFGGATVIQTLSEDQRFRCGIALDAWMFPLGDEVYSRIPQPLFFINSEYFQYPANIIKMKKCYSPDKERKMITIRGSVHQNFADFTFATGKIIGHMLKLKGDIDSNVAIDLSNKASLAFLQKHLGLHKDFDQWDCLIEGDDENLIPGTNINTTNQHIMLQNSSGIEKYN
PAD4 inh = PAD4 (human) enzyme inhibition | Q9UM07 | recombinant PAD4, RCA probe fluorescence polarization | inhibition, % at 6.36 µM | actives 0.41% (n = 330,000);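 active means percent inhibition above a cutoff equal to the mean of all tested compounds plus 3 SD, cut at about 15% in these data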;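 further: 0% = PAD4 with RCA probe and DMSO and 100% = probe without PAD4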
LYPLA1 inh = LYPLA1 (human) inhibition in PME1 counter-screen. recombinant LYPLA1, FP-Rh probe fluorescence polarization. O75608. inhibition, % at 5.9 µM. actives 0.16% (n = 320,000);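 active means inhibition above the mean of all tested compounds plus 3 SD, set per campaign, cut at about 14% in these data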;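 further: inhibitors block serine hydrolase probe labeling of LYPLA1 so polarization falls; 0% = enzyme with DMSO and 100% = wells lacking LYPLA1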
GSTO1 inh = GSTO1 inhibition, counter-screen for RBBP9 inhibitors; P78417; AID 1974; recombinant GSTO1, activity-based probe fluorescence polarization; actives 1.1% (n = 300,000); inhibition, % at 5.96 µM;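 active means inhibition above the campaign mean inhibition plus 3 SD, cut at about 35% in these data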;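 further: 0% = GSTO1-1 with DMSO and 100% = wells lacking GSTO1-1 enzyme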
Target sequence (P78417 whole entry, looked up): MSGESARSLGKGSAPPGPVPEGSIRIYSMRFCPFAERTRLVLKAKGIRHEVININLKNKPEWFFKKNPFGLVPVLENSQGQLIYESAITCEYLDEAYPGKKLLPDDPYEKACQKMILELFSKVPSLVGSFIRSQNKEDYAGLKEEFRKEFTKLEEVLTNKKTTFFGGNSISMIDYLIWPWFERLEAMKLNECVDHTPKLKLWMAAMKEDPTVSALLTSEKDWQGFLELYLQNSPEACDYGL
PAFAH1B3 inh = blocks human PAF acetylhydrolase 1B catalytic subunit 3; Q15102; recombinant PAFAH1B3, FP-rhodamine probe, fluorescence polarization; inhibition, % at 3.39 µM; actives 0.28% (n = 340,000); AID 492972;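 active means inhibition above the screen-wide average of all tested compounds plus 3 SD, cut at about 25% in these data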;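 further: 0% = enzyme with DMSO only and 100% = wells lacking PAFAH1B3 protein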
PME-1 primary = PME-1 (human) inhibition; Q9Y570; inhibition, % at 5.9 µM; actives 0.53% (n = 320,000); recombinant PME-1, FP-Rh probe fluorescence polarization;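 active means inhibition above the campaign mean of all compounds plus 3 SD, cut at about 26% in these data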;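 further: competitive labeling of PME-1 active site by serine hydrolase directed probe; 0% = PME-1 with DMSO and 100% = wells lacking PME-1 enzyme; inhibitors block probe labeling so polarization falls and inhibition rises; many of its hits are not listed in these tables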
Target sequence (Q9Y570 whole entry, looked up): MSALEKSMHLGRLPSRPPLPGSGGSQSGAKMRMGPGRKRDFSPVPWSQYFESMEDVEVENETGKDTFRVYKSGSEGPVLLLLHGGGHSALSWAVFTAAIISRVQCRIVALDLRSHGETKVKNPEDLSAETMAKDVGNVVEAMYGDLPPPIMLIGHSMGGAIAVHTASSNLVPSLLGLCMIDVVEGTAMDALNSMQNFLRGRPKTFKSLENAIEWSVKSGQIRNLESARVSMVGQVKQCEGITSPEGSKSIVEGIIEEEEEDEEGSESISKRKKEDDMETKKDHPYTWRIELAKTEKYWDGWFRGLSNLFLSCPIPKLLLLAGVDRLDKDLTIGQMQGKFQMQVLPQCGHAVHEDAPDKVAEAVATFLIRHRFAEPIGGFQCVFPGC
Numbers without * were called inactive; nt = no result given. The list is partial. The share of hits here may be higher or lower than overall.

SMILES | Fam108B counter | PAFAH1B2 inh | PAFAH2 inh | pPAFAH inh | PAD4 inh | LYPLA1 inh | GSTO1 inh | PAFAH1B3 inh | PME-1 primary
O=C(CN1CCN(Cc2ccc(Cl)cc2)CC1)N/N=C/c1cccc(F)c1 | -3 | nt | nt | -6 | 0 | -1 | 1 | nt | 1
COC(=O)[C@@H](NC(=O)c1ccccc1)[C@@H](C)O | -7 | -3 | -9 | 1 | -2 | 1 | -7 | 1 | 0
COC(=O)c1cc(=O)n(Cc2ccc3c(c2)OCO3)c(=Nc2ccc(F)c(Cl)c2)s1 | 2 | 5 | -7 | 4 | 1 | -2 | 5 | 0 | 1
CC(C)CN(CC(C)C)S(=O)(=O)N1CCC(C(=O)NCc2ccccn2)CC1 | 4 | 10 | 2 | 2 | 0 | -2 | -10 | 11 | -5
COc1cccc(CNC(=O)c2nnn(CC(=O)Nc3ccc(Br)cc3)c2N)c1 | -7 | -3 | 0 | -2 | -1 | -2 | -2 | -5 | -12
COCCN(C(=O)c1ccccc1)c1nnc(-c2cccnc2)s1 | -1 | 0 | 6 | 0 | -2 | 4 | -5 | 8 | 2
Cc1ccc(C)c(CSC2=NCCN2C(=O)c2cccs2)c1 | -1 | 4 | -14 | -5 | -1 | -3 | 0 | 6 | 5
Cc1ccc(C)n1-c1ccncc1 | -1 | 0 | -7 | 3 | 4 | 3 | -2 | 0 | -1
O=C(NCc1cccc(Cl)c1)c1ccc2c(c1)SC1=NS(=O)(=O)CCN12 | 1 | 0 | 4 | 3 | 2 | -3 | -4 | -7 | -1
CN(C)C(CNC(=O)C1CCN(C(=O)/C=C/c2ccccc2)CC1)c1ccccc1 (centres undefined) | -6 | -1 | -11 | -3 | 6 | -3 | -3 | -1 | -2
COc1cccc(N=Nc2c(N)[nH]n3c(=O)c4c(nc23)CCCC4)c1 | 8 | nt | nt | 30* | -1 | 3 | 8 | nt | -2
O=C(CCC(=O)Nc1ccc(Br)cc1)N/N=C/c1cc([N+](=O)[O-])ccc1O | 3 | 14 | 6 | 5 | -3 | -2 | -8 | 12 | 3
Cc1cc2c([nH]c3ccccc32)c2c1OC(C)(C)C=C2 | 5 | 0 | 1 | 11 | 0 | -1 | -9 | 8 | 15
Cc1nc(N2CCN(Cc3ccccc3)CC2)nc2c1C(=O)CC(C)C2 (centres undefined) | -3 | 1 | 0 | 4 | -1 | 0 | -10 | 8 | 3
Cc1cc(-c2nnc(-c3ccccc3)c(-c3ccccc3)n2)c(C)o1 | -3 | 1 | -1 | 12 | 0 | -3 | -1 | 7 | -5
CC(/C=N/NC(=O)c1c(Br)cnn1C)=C\c1ccccc1 | 4 | 1 | 11 | -2 | 1 | 2 | 0 | 6 | 4
O=C(COC(=O)CNC(=O)c1ccccc1Cl)Nc1ccccc1Cl | nt | -2 | -2 | 9 | -1 | 4 | nt | 0 | 2
O=C(c1ccco1)N1CCN(C(=O)C2c3ccccc3Oc3ccccc32)CC1 | -4 | 1 | 3 | -5 | -5 | -1 | -12 | 3 | -7
O=C(Cn1nc(C(=O)O)c2ccccc2c1=O)Nc1ccc(F)cc1 | 0 | 9 | 6 | -6 | 1 | 3 | -2 | 1 | 1
COCC(C)n1c(SCC(=O)NC2CCCCC2C)nc2ccccc2c1=O (centres undefined) | nt | 4 | 1 | -2 | -1 | nt | nt | 15 | nt
Cc1ccc(CNC(=O)/C=C/c2c(Cl)cccc2Cl)cc1 | 0 | 2 | 6 | 1 | -1 | 0 | -6 | 6 | 3
Cc1cc(C(=O)N2CCC(Cc3ccccc3)CC2)ccc1[N+](=O)[O-] | -1 | 3 | 4 | 8 | -3 | 0 | 1 | 3 | 4
CCN(C(=O)CSc1nnnn1-c1ccccc1)c1c(N)n(Cc2ccccc2)c(=O)[nH]c1=O | 1 | 1 | -1 | 1 | -2 | 2 | 8 | 12 | -2
O=C(O)CCCC(=O)N1CCN(c2cccc(Cl)c2)CC1 | 2 | 3 | -2 | 3 | -4 | 0 | 2 | 3 | -5
CC(=O)NC1(C(Cl)(Cl)Cl)Oc2ccccc2O1 | 4 | 0 | -13 | 2 | -6 | 2 | 2 | 6 | 3
NS(=O)(=O)c1ccc(CCNC(=O)CSc2ccccc2)cc1 | 2 | 10 | 13 | -2 | 2 | 0 | 0 | 5 | -3
CCC(=O)N1c2ccc(S(=O)(=O)CCC(=O)NC3CCCC3)cc2CC1C (centres undefined) | 2 | 2 | -2 | 0 | -1 | 2 | -4 | -4 | 5
O=C(Nc1cccnc1)c1ccc(Cl)c(S(=O)(=O)N2CCCCCC2)c1 | -4 | -2 | 3 | 3 | 1 | -4 | 1 | -11 | 4
CCOC(=O)c1cc2[nH]c3ccccc3c2[n+](-c2ccc([N+](=O)[O-])cc2)c1N | -7 | -2 | 3 | -7 | 5 | -1 | -7 | 6 | -2
C/C(=N\NC(=O)C(C)Sc1ccccc1)c1ccc([N+](=O)[O-])cc1 (centres undefined) | -1 | 10 | 6 | 5 | -1 | 4 | -4 | 1 | 3
COc1ccc(NC(=O)CSc2nc3[nH]ncc3c(=O)[nH]2)cc1OC | 3 | 8 | 2 | -1 | -2 | 3 | 10 | 9 | 6
Cc1ccccc1NC(=O)C(=O)NCc1ccccn1 | 1 | 2 | 8 | 3 | 1 | -4 | 6 | 7 | -5
Cc1cc(NC2CCCC2)n2ncc(-c3ccccc3)c2n1 | -2 | 3 | 7 | 7 | -1 | 0 | 5 | 8 | 2
Cc1ccc(S(=O)(=O)NCC(=O)NCC2COc3ccccc3O2)cc1C (centres undefined) | nt | 8 | 4 | 3 | -6 | 1 | nt | 7 | 6
Cc1ccc(NC(=O)c2sc(C)nc2C)c(C)c1 | -1 | 1 | 4 | -4 | -3 | 0 | 6 | 4 | -8
CCOC(=O)C1=C(C)N(C[C@@H]2CC[C@@H](Cc3ccc(-c4ccccc4)cc3)O2)C(=O)NC1C1CC1 (some centres undefined) | nt | 3 | 0 | 21 | 5 | nt | nt | 1 | nt
CCOCCCNS(=O)(=O)c1ccc(NC(=O)Cc2c(F)cccc2Cl)cc1 | -7 | 6 | 10 | 4 | 1 | -4 | 3 | -3 | -8
CC(C)OCCCNC(=O)C1CCN(S(=O)(=O)c2ccc3nc4c(c(C(=O)O)c3c2)CCCCC4)CC1 | 0 | 4 | 7 | 2 | 0 | -3 | 0 | 3 | 0
Cc1ccccc1N1C(=O)c2ccccc2NC1c1ccncc1 (centres undefined) | 1 | -5 | 2 | 5 | -1 | 1 | 4 | 2 | -6
O=C(O)c1cccc(-c2ccc(/C=N/NC(=O)c3cccnc3)o2)c1 | 2 | 2 | 5 | 5 | 1 | 0 | -1 | 3 | -3
COC(=O)Cc1cccc2c(=O)c3ccccc3oc12 | 2 | 3 | 6 | -3 | -4 | 1 | 5 | 5 | 1
COc1ccc(OCCOC(=O)c2ccc(-n3cnnn3)cc2)cc1 | -2 | 3 | 4 | -1 | 1 | -4 | 3 | -4 | -2
COC(=O)Cn1nc(-c2ccccc2)c2ccccc21 | 0 | 1 | -11 | 5 | -2 | -2 | 2 | 2 | 4
CC(=O)c1ccccc1N(C(=O)Cn1nnc2ccccc21)C(C(=O)NCC1CCCO1)c1ccc(N2CCOCC2)cc1 (centres undefined) | -1 | 1 | -1 | -3 | -8 | 3 | 2 | -4 | 2
COc1ccc(OCc2cccc(C(=O)Nc3cc(C)on3)c2)cc1 | 1 | 3 | -3 | 2 | -2 | 0 | 2 | 4 | -9

pPAFAH inh, what is marked active above
| structure | PAFAH1B2 inh | PAFAH2 inh | pPAFAH inh | PAD4 inh | PAFAH1B3 inh | PME-1 primary |
| --- | --- | --- | --- | --- | --- | --- |
| COc1cccc(N=Nc2c(N)[nH]n3c(=O)c4c(nc23)CCCC4)c1 | nt | nt | 30* | -1 | nt | -2 |

Later entries
SMILES | Fam108B counter | PAFAH1B2 inh | PAFAH2 inh | pPAFAH inh | PAD4 inh | LYPLA1 inh | GSTO1 inh | PAFAH1B3 inh | PME-1 primary
O=C(Cc1ccccc1)NC(C(=O)O)C(O)c1ccc([N+](=O)[O-])cc1 (centres undefined) | 2 | 15 | -4 | 5 | -1 | -2 | 2 | 4 | -3
C=CCN(C(=O)CCC(=O)Nc1cc(C)on1)C(C(=O)NC(C)(C)C)c1ccc(OC)cc1 (centres undefined) | -1 | -1 | 7 | 6 | -1 | 3 | -1 | 12 | -4
Fc1cc(F)c2nc(N3CCCC3)sc2c1 | 0 | 3 | -4 | 4 | -3 | 5 | 12 | 5 | 0
C/C(=N\N1CCN(C)CC1)c1ccc(Cl)c(Cl)c1 | 2 | 6 | -7 | 4 | 2 | 6 | -7 | 4 | 3
Cc1ccc(S(=O)(=O)N2CCCCC2C(=O)O)s1 (centres undefined) | 2 | -3 | 4 | 3 | -5 | 0 | 0 | 7 | 1
CCc1ccc(NC(=S)Nc2ccc(S(=O)(=O)Nc3ncccn3)cc2)cc1 | -5 | 0 | -3 | 2 | -3 | -3 | -2 | 3 | 0
CC1CN(C(=O)COC(=O)/C=C/c2ccc(C(F)(F)F)cc2)CC(C)O1 (centres undefined) | nt | -2 | -6 | 0 | -9 | 0 | nt | 4 | 4
CC(=O)c1c(C)[nH]c(C(=O)Nc2ccc(C)cn2)c1C | -1 | 4 | -10 | 6 | 0 | 0 | 2 | 13 | -4
COc1ccc(CN(CCC(c2ccccc2)C2CCOC(C)(C)C2)C(C)=O)cc1 (centres undefined) | 1 | -1 | -5 | 0 | 2 | -4 | 4 | -8 | 10
COc1ccc(/C=C2/SC(=S)N(CCC(=O)O)C2=O)cc1 | 3 | 0 | 3 | 6 | -3 | 0 | 15 | 10 | 2
Cn1cncc1C#Cc1c(C=O)[nH]c2ccccc12 | nt | 8 | 6 | 6 | -5 | 0 | nt | 6 | 7
CCC(Oc1ccccc1)C(=O)NCCCN1CCOCC1 (centres undefined) | 0 | 4 | 9 | -3 | 2 | 4 | -4 | -3 | 2
O=C(COC(=O)COc1ccc(Br)cc1)Nc1ccc2c(c1)OCCO2 | nt | 10 | -4 | 13 | -2 | -2 | nt | 6 | -1
CCN(CC)c1cc(C)c2cc(NC(=O)c3ccccc3OC)ccc2n1 | 9 | 0 | 6 | 10 | 1 | -3 | 9 | 1 | 22
O=C(CSCc1c(F)cccc1Cl)NCCSCc1ccco1 | 1 | 5 | 12 | 7 | -2 | 1 | 1 | 9 | -3
O=C(COC(=O)C1CCN(c2ccc(C(F)(F)F)cn2)CC1)c1ccc(F)cc1 | -2 | 2 | 2 | -2 | -4 | 4 | 2 | -2 | -7
COc1ccc(OC)c(-c2c3c([nH]c(=S)c2C#N)CCCC3)c1 | 4 | 0 | -2 | 8 | 2 | -1 | 1 | 3 | 1
CCC(C)[C@H](NC(=O)N1CCC(Cc2ccccc2)CC1)C(=O)O (some centres undefined) | 5 | 3 | 3 | 2 | 0 | 0 | -5 | 7 | 12
O=C(Nc1nc(-c2ccccn2)cs1)c1cccc(S(=O)(=O)N2CCOCC2)c1 | nt | 8 | 3 | -2 | -2 | -4 | nt | 15 | -3
CCCCOC(=O)CSC1=C(C#N)C(c2ccc3c(c2)OCO3)CC(=O)N1 (centres undefined) | -1 | 6 | 0 | 12 | -1 | 4 | 0 | 2 | 2
Cn1c(SCC(=O)NCc2cccs2)nnc1-c1ccncc1 | -2 | 5 | 2 | 1 | 0 | 0 | 0 | 13 | -5
CCCCCCC(C)n1cc(C(C)=O)c(=O)n(C)c1=O (centres undefined) | 1 | 2 | -4 | 3 | -1 | 6 | -6 | 0 | 7

Source: PubChem BioAssay (The Scripps Research Institute Molecular Screening Center)
